# Source: PubChem (National Center for Advancing Translational Sciences (NCATS))
# BRCA1 expr act: increases BRCA1 expression; MCF7-BRCA1-FFLuc reporter, luminescence, 48 h; response scale: scaled: vehicle 0%, 10 µM genistein 100%; Potency, µM (series often up to 46.1 µM), for inactives: at the highest dose activation, hits mostly activators; actives 1.1% (n = 380,000); AID 624202; active = well fitted activation curve with a large enough effect; inconclusive = small, poorly fitted or top-dose-only effect; inactive = no such curve, though single readings can be large or run the other way; also: nearly all actives have a fitted effect of over 80% in size; some results filed as inactive show a strong effect at the top dose
#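 Quantitative HTS in MCF7 cells stably reporting BRCA1 expression via firefly luciferase. Compound treatment lasts 48 h at 37 °C in phenol-red free MEM. Activation is expressed relative to genistein at 10 microM and DMSO.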
# * = called active by the depositor; ? = inconclusive; & = joins results of further samples; [ ] = remark or other dose. Potency is read from the fitted curve at half-maximal effect. A portion of the library; rates above refer to the full screens.
SMILES,BRCA1 expr act
COC(=O)[C@@]1(C(C)C)N=C(c2cc(OC)c(OC)c(OC)c2)[C@]2(O1)C(=O)Nc1ccccc12,-4.6%
O=C(Nc1c2c(nn1-c1ccc(Cl)cc1)CS(=O)(=O)C2)c1ccc(Br)cc1,-61.8%
O=C(/C=C/[C@H]1O[C@@H](n2cnc3c(NC(=O)c4ccccc4)ncnc32)[C@H](O)[C@@H]1O)NCc1ccc2c(c1)OCO2,4.1%
COCCNC(=O)c1ccc(-c2cn[nH]c2)c2ccoc12,2.4%
Cc1cc(C)cc(NC(=O)CSc2nc(=O)n(Cc3ccccn3)c3c2CCC3)c1,-0.2%
Cc1nn(-c2ccccc2)c2c1N(CC(=O)N1CCN(c3ccccc3F)CC1)C(=O)CS2,19.7%
O=C(NS(=O)(=O)c1ccc2ccc(S(=O)(=O)NCCSc3ccccc3)cc2c1)c1cccc2ccccc12,0.8%
CCn1cc(C(=O)OCC(=O)Nc2cccc(C(C)=O)c2)c(=O)c2ccc(C)nc21,7.4%
Cc1ccc(C(=O)c2cn(Cc3cccc(C)c3)c3nc(C)ccc3c2=O)cc1,-29.2%
Cc1ccccc1Nc1nn2c(=O)c3ccc(C(=O)NCCc4ccc(Cl)cc4)cc3nc2s1,1.1%
COc1ccc(N2CCN(C(=O)c3cc4c(=O)oc5ccc(C)cc5c4s3)CC2)cc1,34.6%
CCCNC(=O)c1cc(C2CCCN(S(=O)(=O)c3cccs3)C2)on1 (configuration not stated),26.8%
CCCCc1ccc(S(=O)(=O)NC(=O)C2(C)CCN2C(=O)CC2CC2)cc1 (configuration not stated),53.2%
CCOC(=O)C1(C)CCCN1C(=O)c1cc(F)ccc1C (configuration not stated),21.8%
Cc1cc(C(O)c2ncc(-c3ccccc3Cl)[nH]2)ccc1F (configuration not stated),16.8%
O=C(Nc1ccc(Cl)c(C(F)(F)F)c1)C1Cc2c(-c3ccccc3Oc3ccccc3)ccnc2O1 (configuration not stated),-29.2%
Cc1cccc(CSc2ncc(Cl)c(C(=O)Nc3sc4c(c3C(N)=O)CCCC4)n2)c1,-4.1%
CNc1cncc(-c2cc(OC)c(OC)c(OC)c2)n1,-19.7%
Cc1cc(NC(=O)c2ccc3c(c2)N(Cc2cccc(Cl)c2)C(=O)c2ccccc2S3(=O)=O)ccc1Br,2.0%
COc1ccc(-c2ccnc3c2c(=O)n(C)c(=O)n3C)cc1OC,6.7%
COCCNC(=O)c1cccc2c(-c3cnn(C)c3)coc12,14.3%
CCCCCn1c(CCNC(=O)c2cccc(C)c2)nc2ccccc21,-26.0%
CCOc1ccc(C(=O)c2cn(CC(=O)Nc3cccc(OC)c3)c3cc4c(cc3c2=O)OCCO4)cc1,-12.9%
Cc1ccc(C)c(N2CCN(C(=O)CN3C(=O)COc4ccc(S(=O)(=O)N5CCC(C)CC5)cc43)CC2)c1,16.5%
COc1cccc(CNCc2cccn2-c2nnc(N3CCN(c4ccccc4)CC3)s2)c1,18.0%
COc1cccc(CNC(=O)C2CCN(C(=O)c3cnn(-c4ccccc4)c3-n3cccc3)CC2)c1,-18.9%
COc1ccc(C(=O)C[n+]2ccc(Cl)c3ccc(Cl)cc32)cc1,7.0%
COc1ccccc1C(=O)OCc1cc(=O)n2c(C)csc2n1,0.0%
N#CC(C#N)=NNc1ccc2cn[nH]c2c1,-42.5%
CCOC(=O)C1=CCN(S(=O)(=O)c2ccccc2C)C1c1cccc(F)c1 (configuration not stated),0.0%
CCc1ccccc1NC(=O)c1ccc2c(c1)N(Cc1cccc(Cl)c1)C(=O)c1ccccc1S2(=O)=O,-12.5%
CCCC1=Nc2cc(C(=O)NCCc3ccc(OCC)cc3)ccc2Sc2ccccc21,-15.9%
CCOC(=O)COc1ccc(F)cc1C(=O)c1ccn2nc(-c3ccc(C)cc3)cc2n1,-27.5%
O=C(CC1(O)C(=O)N(CCc2ccccc2)c2ccc(Br)cc21)c1ccccc1 (configuration not stated),-4.2%
Cc1cc(=O)n2nc(N3CCC(C(=O)Nc4ccc(C)c(Cl)c4)CC3)sc2n1,-10.3%
CCN(CC)c1ccc(C(=O)Nc2ccc3nc(N(CC)CC)cc(C)c3c2)cc1,8.8%
CC(C)c1nn2c(=O)cc(COC(=O)C3CCCCC3)nc2s1,-7.1%
O=C(NCc1cccs1)C1Cc2c(-c3ccccc3Oc3ccccc3)ccnc2O1 (configuration not stated),-20.3%
CCCCn1nnnc1C(c1ccccc1)N1CCN(c2ccc(C(F)(F)F)cc2[N+](=O)[O-])CC1 (configuration not stated),-22.0%
CCS(=O)(=O)N1CCc2cc(C(=O)Nc3ccc(Br)cc3F)ccc21,1.4%
Cc1ccc2c(c1)c1c(c(=O)n(-c3ccccc3C)c(=O)n1Cc1ccccc1F)n2C,9.5%
CC(=O)Nc1cc(-c2cccc(F)c2)cn2c(-c3ccc(S(C)(=O)=O)cc3)cnc12,-18.7%
O=C(NCc1ccccc1)[C@@H]1CCCN1C(=O)[C@@H]1CCCN1C(=O)c1cccs1,16.0%
Cc1ccc(-n2ccnc(NCCc3ccc(S(N)(=O)=O)cc3)c2=O)c(C)c1,-9.3%
Cc1ccc(N(CC(=O)N2CCN(c3ccc(Cl)cc3)CC2)S(=O)(=O)c2c(C)nn(C)c2C)cc1,0.0%
Cc1ccc(NC(=O)c2cc(S(=O)(=O)N3CCCC(C)C3)cn2C)c(Br)c1 (configuration not stated),-16.4%
COc1ccc(OC)c(-c2noc(N3CCN(c4cccc(C)c4C)CC3)n2)c1,-7.3%
CCCCNC(=O)C1c2ccccc2OCC(=O)N1CC(F)(F)F (configuration not stated),0.6%
CCOC(=O)C1=C[C@@H](C(C)(C)C)N(S(=O)(=O)c2ccc(C)cc2)[C@H]1c1cccc(Cl)c1,-39.7%
CCCNC(=O)C1(C)CCCN(Cc2c(C)nn(-c3ccccc3)c2C)C1 (configuration not stated),4.6%
CCc1ccccc1Nc1nn2c(=O)c3ccc(C(=O)NCCC4=CCCCC4)cc3nc2s1,11.2%
CC(=O)Nc1cncc(-c2cccc(N(C)C)c2)n1,35.3%
Cc1ccccc1Oc1nc2c(c(=O)n(C)c(=O)n2C)n1Cc1ccc(Br)cc1,0.8%
COc1ccccc1CNC(=O)CN1C(=O)COc2ccc(S(=O)(=O)N3CCC(C)CC3)cc21,-20.4%
O=[N+]([O-])c1cc(-c2nc(-c3ccccc3)no2)ccc1NCC1CCCO1 (configuration not stated),-23.2%
CCN(C(=O)c1cc2c(=O)n(CC)c3ccccc3c2s1)c1cccc(C(F)(F)F)c1,3.5%
CCOc1ccc(NC(=O)CCc2c(C)nc3nc(-c4cc(OC)cc(OC)c4)nn3c2C)cc1,38.2%
Cc1ccc(NC(=O)c2c(C)oc3ncn(CC(C)C)c(=O)c23)nc1,2.0%
Cc1noc(-c2ccc(N3CCCCC3)c([N+](=O)[O-])c2)n1,?
CCCS(=O)(=O)NC(=O)C1(C)CCN(C(=O)CSc2ccccc2)C1 (configuration not stated),23.7%
# Additional structures:
SMILES,BRCA1 expr act
CCCC(=O)OCc1cnc(C)c2oc(=O)c(C(=O)Nc3ccccc3)cc12,15.1%
CCOC(=O)C1CCCN(C(=O)c2cccc3ccccc23)CC1 (configuration not stated),3.3%
FC(F)(F)c1ccc(-c2cccc3c2C2CC3CCN2Cc2ccc3c(c2)OCO3)cc1 (configuration not stated),-21.7%
Cc1cccc(C)c1NC(=O)C1(C)CCC(=O)N1C1CC1 (configuration not stated),16.2%
CCOC(=O)C1=CCN(S(=O)(=O)c2ccc(F)cc2)C1c1ccc(C)cc1 (configuration not stated),-7.0%
CCNC(=O)C1CCCN(C(=O)c2cc(OC)c(OC)c(OC)c2)CC1 (configuration not stated),4.7%
CC1(C(=O)NS(=O)(=O)c2ccc3c(c2)CCO3)CCN1C(=O)CCC1CCCC1 (configuration not stated),-2.5%
Cc1nn(C(=O)c2ccc(Cl)cc2)c(C)c1S(=O)(=O)N1CCCCCC1,11.1%
Cc1cc(C)n2c(Nc3ccccc3C)c(-c3cccs3)nc2n1,-20.0%
COc1ccc(OC)c(NC(=O)c2cnc(Nc3ccc(C)c(Cl)c3)c3ccccc23)c1,-23.5%
Cc1ccccc1CSc1cn(CCNC(=O)c2cccs2)c2ccccc12,-49.5%
CCCS(=O)(=O)NC(=O)C1(C)CCCN(C(=O)c2ccccc2)C1 (configuration not stated),-0.7%
COCCCNC(=O)CCn1c(=O)c2ccccc2n(CC(=O)Nc2c(C)cc(C)cc2C)c1=O,1.4%
O=C(Cn1c(SCCOc2ccc(Cl)cc2)nc2ccccc21)N1CCCCC1,0.0%
O=S(=O)(NCc1ccc(Cl)cc1)c1ccc(-c2cnc(C3CC3)o2)cc1,17.0%
CN(Cc1ccccc1)N=Nc1nc[nH]c1C(N)=O,-14.7%
Cc1cccc(C)c1NC(=O)C1c2ccccc2OCC(=O)N1Cc1ccco1 (configuration not stated),2.8%
CN(Cc1ccccc1)C(=O)CSc1nc(-c2ccc(F)cc2)cc(C(F)(F)F)n1,-30.6%
O=C(CSc1nc(=O)n(Cc2ccco2)c2c1CCC2)NCc1ccc(Cl)cc1,1.2%
Cc1nc2ccc(C(=O)NCCCn3ccnc3)cn2c1N(C)C(=O)CCc1ccccc1,-0.7%
CCOc1ccc(-n2c(SCC(=O)Nc3ccc4c(c3)OCCO4)nc3c([nH]c4ccccc43)c2=O)cc1,-10.9%
CC1(C(=O)NC2CCc3ccccc32)CCN1CCc1ccccc1 (configuration not stated),-28.5%
O=C1CCCCC(=O)[C@H](OC(=O)c2ccccc2)C[C@H](c2ccccc2)O1,4.9%
COc1cc(NC(=O)c2ccc(-c3cn[nH]c3)c3ccoc23)cc(OC)c1OC,-20.5%
CCOC(=O)[C@]12CCC=C1N(CCC1=CCCCC1)C(=O)[C@H](CC(=O)N1CCC(c3ccccc3)CC1)C2,-6.3%
Cc1ccc(CNc2ncnc3onc(C)c23)cc1,-21.2%
CCCCNC(=O)c1ccc2c(=O)n(Cc3ccc(OC)cc3)c(=O)[nH]c2c1,0.9%
COc1ccc(CCn2cc3c(c2-c2ccc(Br)cc2)c(=O)n(C)c(=O)n3C)cc1OC,-7.3%
O=C1c2ccccc2C(c2nnnn2-c2ccc3c(c2)OCCO3)N1Cc1cccc(F)c1 (configuration not stated),-2.2%&0.0%
c1ccc2sc(-n3cc(C4CCCCC4)nn3)nc2c1,0.7%
CCn1c(=O)c2cc(C(=O)NCCCN3CCC(C)CC3)sc2c2ccccc21,-23.9%
CC1(C(=O)Nc2cccc3ccccc23)CCN1C(=O)C1(c2ccccc2)CCCC1 (configuration not stated),16.8%
CN(C)c1ccc(N=Nc2ccc(/C=C/c3ccnc4ccccc34)cc2)cc1,45.9%
COc1ccc(C(C)(O)c2nc(-c3ccc(F)c(Cl)c3)cs2)cc1 (configuration not stated),-15.3%
COc1cccc(-c2cnc(NCc3ccccc3Cl)n2C)c1,7.3%
CC1(C(=O)NCc2ccccc2)Cc2c(-c3ccc(C(N)=O)cc3)ccnc2O1 (configuration not stated),-46.7%[inhibitor]
CCC(C)[C@H]1CNC(=O)C(=O)N1CC(C)(C)C (some centres not stated),-3.0%
CCCS(=O)(=O)N1CCCC(C(=O)NCCOC)C1 (configuration not stated),15.0%
Cc1[nH]c2ccccc2c1C(=O)C(=O)N(C)c1ccccc1,1.0%
CCOC(=O)C1=CC[C@@H](c2ccccc2)N(S(=O)(=O)c2ccc(C)cc2)[C@H]1C#N,5.9%
Cc1ccc(Sc2ccc(N3CCC(C(=O)Nc4ccc(C)c(F)c4)CC3)nn2)cc1,11.4%
CCCNC(=O)c1cc(C2CCCN(C(=O)C3CC3)C2)on1 (configuration not stated),82.1%
